Source: PubChem BioAssay (National Center for Advancing Translational Sciences (NCATS))
GLS inh = inhibitors of human glutaminase (GLS) | O94925 | GLS enzymatic activity, qHTS titration | Potency, µM (titrated, usually from 45.5 µM), for the others: at the highest dose activity change, negative = inhibition, actives largely listed as inhibitors | actives 0.21% (n = 410,000); active = well fitted inhibition curve with a large enough effect; inconclusive = small, poorly fitted or top-dose-only effect, or another doubt; inactive = no such curve, though single readings can be large or run the other way; also: potency is read from the fitted curve at half-maximal effect
Target sequence (O94925 whole entry, looked up): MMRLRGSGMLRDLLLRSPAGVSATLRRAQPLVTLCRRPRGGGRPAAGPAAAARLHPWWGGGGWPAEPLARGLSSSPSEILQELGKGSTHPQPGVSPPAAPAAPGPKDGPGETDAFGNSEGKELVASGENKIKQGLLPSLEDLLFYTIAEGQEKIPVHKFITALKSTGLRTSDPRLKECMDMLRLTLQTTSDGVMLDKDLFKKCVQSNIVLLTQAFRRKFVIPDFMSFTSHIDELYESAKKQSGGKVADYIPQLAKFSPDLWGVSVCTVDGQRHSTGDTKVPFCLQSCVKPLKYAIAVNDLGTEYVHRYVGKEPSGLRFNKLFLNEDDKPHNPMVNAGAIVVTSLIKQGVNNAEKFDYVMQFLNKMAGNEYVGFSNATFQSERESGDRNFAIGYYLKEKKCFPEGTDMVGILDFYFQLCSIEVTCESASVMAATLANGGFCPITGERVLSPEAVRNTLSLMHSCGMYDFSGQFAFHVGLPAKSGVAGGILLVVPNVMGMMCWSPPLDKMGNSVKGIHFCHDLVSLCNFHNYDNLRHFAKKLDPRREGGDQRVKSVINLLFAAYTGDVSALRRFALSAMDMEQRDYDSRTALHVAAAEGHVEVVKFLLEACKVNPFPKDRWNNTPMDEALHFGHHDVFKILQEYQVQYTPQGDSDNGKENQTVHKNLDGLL
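hKGA in 45 mM KH2PO4 pH 8.2, 0.02% Tween-20 with pin-transferred compounds; 1 mM L-glutamine (stock) plus glutamate oxidase/HRP/Amplex Red coupling added. Fluorescence read initially and after 30 min at RT.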
PI4K2A inh = blocks human PI4K2A kinase activity. Q9BTU6. actives 0.13% (n = 420,000). activity change, negative = inhibition, % at 76.9 µM. purified PI4K2A, ADP-Glo luminescence, 1 h; active compounds read low; in the data active = activity change below about -50%; inconclusive = mostly about -30% to -49%;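 also: -100% = wells without enzyme as full effect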
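In this quantitative HTS, ADP production by PI4K2A was quantified luminescently after 1 h at ambient temperature; 100 microM adenosine served as plate-quality control.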
* = called active by the depositor; i = inactive; ? = inconclusive; & = joins results of further samples; [ ] = another dose, or the depositor's remark. Unless noted, % is scaled to controls: 0 for no effect and ±100 for the full control effect.

SMILES | GLS inh | PI4K2A inh
Cc1ccccc1OC1(C)CCN(Cc2ccc3ccccc3c2)C1 (stereo unspecified) | 13% | 1
CC(=O)CC1c2cc(F)ccc2C=C(c2ccsc2)N1c1ccc(-c2ccc(C(N)=O)cc2)cc1 (stereo unspecified) | -10% | 5
CCCS(=O)(=O)NC(=O)C1(C)CCN(C(=O)/C=C/c2ccccc2)C1 (stereo unspecified) | -3% | 3
C=CCCC(=O)N1C[C@H]2CCN(C)[C@H]2C[C@H]1c1ccccc1 | 19% | -2
O=C(NCCC(F)(F)F)C1Cc2c(-c3ccc(Cl)cc3)ccnc2O1 (stereo unspecified) | 0% | -2
COc1ccc(OCCNC(=O)c2ccc3nc(C)c(N(C)C(=O)CCc4ccccc4)n3c2)cc1 | 1% | -2
CCOC(=O)[C@]12CCCC=C1N(Cc1ccc(Cl)cc1Cl)C(=O)[C@H](CC(=O)NCc1cccc3ccccc13)C2 | -9% | 2
COc1cc(CN2CCC(C(=O)NC(c3ccc(-c4ccccc4)cc3)c3cnccn3)CC2)cc(OC)c1 (stereo unspecified) | -7% | 0
CCc1nc2c(OCCOc3ccccc3)cccn2c1N(C)C(=O)c1cccs1 | -3% | -2
COc1ccc(CCN2C(=O)CCC2(C)c2nnnn2-c2ccc3c(c2)OCCO3)cc1OC (stereo unspecified) | -1% | 1
CCc1nc2ccc(C(=O)Nc3ccc4c(c3)OCC(=O)N4)cn2c1N(C)C(=O)Cc1ccccc1 | 12% | -5
Cc1cccnc1C(NC(=O)C1CCN(Cc2ccc(Oc3ccccc3)cc2)CC1)c1ccc(F)cc1 (stereo unspecified) | -8% | -1

The last 5 entries of the part above open the next one.
SMILES | GLS inh | PI4K2A inh
COc1cc(CN2CCC(C(=O)NC(c3ccc(-c4ccccc4)cc3)c3cnccn3)CC2)cc(OC)c1 (stereo unspecified) | -7% | 0
CCc1nc2c(OCCOc3ccccc3)cccn2c1N(C)C(=O)c1cccs1 | -3% | -2
COc1ccc(CCN2C(=O)CCC2(C)c2nnnn2-c2ccc3c(c2)OCCO3)cc1OC (stereo unspecified) | -1% | 1
CCc1nc2ccc(C(=O)Nc3ccc4c(c3)OCC(=O)N4)cn2c1N(C)C(=O)Cc1ccccc1 | 12% | -5
Cc1cccnc1C(NC(=O)C1CCN(Cc2ccc(Oc3ccccc3)cc2)CC1)c1ccc(F)cc1 (stereo unspecified) | -8% | -1
CSc1ccc(Cn2c(C)c(C(=O)NCc3cccc(Cl)c3)sc2=O)cc1 | -6% | -2
COCCOC(=O)N1CCCCC1c1cc(C(=O)NCc2ccc(Cl)c(Cl)c2)no1 (stereo unspecified) | 1% | -4
O=C(C1CCCCC1)N1CCC2CC1c1cc(-c3ccc4c(c3)OCO4)ccc12 (stereo unspecified) | 9% | -6
CC(C)CNc1ncnc2c1ncn2[C@H]1CN(C2CCCC2)C[C@@H](CO)O1 | 4% | 2
CC1(C(=O)O)CCCN1C(=O)c1ccccc1OC(F)(F)F (stereo unspecified) | 2% | 5
CCOC(=O)C1=CCC(C(C)(C)C)N(S(=O)(=O)c2ccc(C)cc2)C1 (stereo unspecified) | -8% | 5
CO[C@]12C[C@@H](COC(=O)c3cncc(Br)c3)CN(C)[C@@H]1Cc1cn(C)c3cccc2c13 | 5% | -2
COc1ccc(-n2nnnc2C(c2cccs2)N2CCN(C/C=C/c3ccccc3)CC2)cc1 (stereo unspecified) | -15% | -2
COCCNc1nc2cc(-c3cccc(Cl)c3)sc2c(=O)n1C | 5% | 0
CCOC(=O)[C@]12Cc3c(cc(OC)c(OC)c3OC)[C@H]1N(C1CCCCC1)C(=O)c1cc(OC)ccc12 | 16% | 19
COc1cccc(Nc2nc(C(N)CC(C)C)cs2)n1 (stereo unspecified) | 5% | -3
O=C(Cn1c(Cn2c(-c3cnccn3)nc3ccccc32)nc2ccccc21)c1ccc(OC(F)(F)F)cc1 | -1% | 6

Copied from the list.
Entry for CSc1ccc(Cn2c(C)c(C(=O)NCc3cccc(Cl)c3)sc2=O)cc1 under GLS inh: -6%
Entry for COc1ccc(-n2nnnc2C(c2cccs2)N2CCN(C/C=C/c3ccccc3)CC2)cc1 (stereo unspecified) under GLS inh: -15%

The listing continues.
SMILES | GLS inh | PI4K2A inh
C1=C(c2cn(-c3nc4ccccc4s3)nn2)CCCC1 | 2% | -11
CC1(C(=O)Nc2ccc3c(c2)OCO3)CCN1C(=O)Cc1ccc(-c2ccccc2)cc1 (stereo unspecified) | -6% | -4
Clc1cccc(Cc2c(-c3cccc(Br)c3)nc3ccc(Cl)cn23)c1 | ? | 0
COCCNC(=O)C1CCCN(C(=O)c2ccc(OC)c(F)c2)CC1 (stereo unspecified) | 2% | 2
CC(O)(c1ccccc1)c1nc(-c2ccc(F)c(Cl)c2)cs1 (stereo unspecified) | 2% | -1
COC(=O)[C@]12CCCCC=C1N(Cc1ccco1)C(=O)[C@H](CC(=O)NCc1cccc(C(F)(F)F)c1)C2 | 19% | -4
CCCS(=O)(=O)NC(=O)C1(C)CCCN(C(=O)c2cccnc2Oc2ccccc2)C1 (stereo unspecified) | 2% | 1
OC[C@@H]1CN(Cc2ccco2)C[C@H](n2cnc3c(NCc4ccc(F)cc4)ncnc32)O1 | -2% | 6
CC(C)Nc1ncnc2c1ncn2[C@H]1CN(Cc2ccc(-c3ccccc3)cc2)C[C@@H](CO)O1 | 4% | -3
COc1ccc(S(=O)(=O)NC(=O)C2(C)CCN2C(=O)Cc2cc(C)cc(C)c2)cc1OC (stereo unspecified) | -3% | -4
CC(C)c1ccc(Nc2n[nH]c(=S)s2)cc1 | -32% | 0
O=C(Nc1ccc2c(c1)OCO2)c1cc(C2CCCCN2C(=O)c2ccccc2)on1 (stereo unspecified) | 0% | -1
O=C(Nc1nc2ccccc2s1)c1ccc2sc([C@H]3C[C@H](O)[C@@H](CO)O3)nc2c1 | 0% | -4
CCCCNC(=O)C1(C)CCN1C(=O)c1cc(-c2cccs2)oc1C (stereo unspecified) | ? | -1
COc1ccc(-c2nc3ccc(C)cn3c2Cc2ccsc2)cc1OC | 3% | 4
N#C/C(=C\c1cccn1S(=O)(=O)c1ccccc1)S(=O)(=O)c1ccc(F)cc1 | 14% | 4
CCOC(CN1CCN(CC(C)C(=O)c2ccccc2)CC1)c1ccccc1 (stereo unspecified) | 21% | i
COc1ccc(S(=O)(=O)NC(=O)C2(C)CCN2C(=O)Cc2ccc(-c3ccccc3)cc2)cc1 (stereo unspecified) | -1% | -4
CC(C)N1CCCC(C)(C(=O)Nc2nccc3ccccc23)C1 (stereo unspecified) | -25% | 1
COCCN(CCOC)Cc1cc(=O)oc2cc(C)ccc12 | 1% | -4
COc1cc(NC(=O)c2cc(-c3cc(F)ccc3OC(C)C)n[nH]2)cc(OC)c1OC | 5% | -3
OC[C@@H]1CN(CCN2CCOCC2)C[C@H](n2cnc3c(Nc4ccccc4)ncnc32)O1 | 4% | -5
CN(C)CCCOc1ccc(-c2cccc3nncn23)cn1 | 0% | -4
COc1ccc(CCN2C(=O)COc3ccccc3C2C(=O)NC(C)(C)C)cc1OC (stereo unspecified) | -1% | 0
CN(C)CCNc1nc(-c2ccccc2F)c2sccc2n1 | 1% | -3
O=C(Nc1c(-c2ccc(Cl)cc2)[nH][nH]c1=O)c1ccc(Br)cc1 | -1% | -13
OC(c1ccccc1)c1ncc(-c2cccc(OCc3ccccc3)c2)[nH]1 (stereo unspecified) | 15% | 2
OCC[C@@H]1C[C@H](O)[C@@H](O)[C@@]2(OCCCc3cc(C(F)(F)F)ccc32)O1 | 0% | 1
CC1(C(=O)NCc2cccs2)Cc2c(-c3cccc(C(F)(F)F)c3)ccnc2O1 (stereo unspecified) | -12% | 6
Cn1c(=O)c2cc(NC(=S)NC3CCCCC3)ccc2n1Cc1ccc(Cl)cc1 | 12% | -3
Oc1cccc(-c2c3nc(c(-c4cccc(O)c4)c4ccc([nH]4)c(-c4cccc(O)c4)c4nc(c(-c5cccc(O)c5)c5ccc2[nH]5)CC4)C=C3)c1 | 6%&-5% | -23
CC(=O)Oc1ccccc1Cn1c(C)c(C(=O)NCc2cccc([N+](=O)[O-])c2)sc1=O | 7% | -4
CCC1Nc2ncnc(N3CCc4ccccc4C3)c2N(Cc2ccc(Br)cc2)C1=O (stereo unspecified) | 4% | 1
Cn1ccc2c(N(Cc3ccccc3)Cc3ccccc3)cc3c(c21)C1CCC3C1 (stereo unspecified) | 10% | -8
COc1ccc(C(C)(NC(C)=O)c2nc(/C=C/c3ccccc3)cs2)cc1 (stereo unspecified) | 4% | -2
CCOC(=O)[C@]12CCCC=C1N(Cc1ccc(Cl)cc1Cl)C(=O)[C@H](CC(=O)NCCCN1CCCC1=O)C2 | -6% | 1
COCCNC(=O)C1(C)CCCN(C(=O)c2cccc(Cl)c2)C1 (stereo unspecified) | 12% | -5
CCOC1=C2[C@@H](CN(S(=O)(=O)c3ccc(C)cc3)[C@H]2c2ccccc2)[C@H]2C(=O)N(c3ccccc3)C(=O)[C@H]2C1 | 0% | 1
CCCCCCCCN1C(=O)[C@H](CC(=O)NCCC(C)C)C[C@@]2(C(=O)OCC)CCCC=C12 | 0% | -3
CNc1cc(-c2ccc(C(=O)OC)cc2)ncn1 | 2% | -4
CC(C)C[C@H]1COc2cccc(N(C)CCO)c2S(=O)(=O)N1 | 2% | -2
C[C@@H](c1ccccc1)N1C[C@@H](COCc2ccccc2)Oc2cc(N3CC[C@H](N(C)C)C3)ccc2S1(=O)=O | 9% | 1
CCCS(=O)(=O)NC(=O)C1(C)CCN(C(=O)c2cc(C)n(C(C)(C)C)n2)C1 (stereo unspecified) | 0% | 3
CCOc1ccccc1-c1ccc2nccn2c1 | -6% | -1
CCc1nc2c(OCc3cccc(Cl)c3)cccn2c1N(C)C(=O)c1ccncc1 | -16% | -1
COc1cc(-c2cnc3c(NC=O)cc(-c4ccc(S(C)(=O)=O)cc4)cn23)cc(OC)c1OC | 3% | 0
CC1(c2nnnn2-c2ccc3c(c2)OCCO3)CCC(=O)N1CCc1c[nH]c2ccccc12 (stereo unspecified) | 19% | 3
CN(C)c1ncnc2c1ncn2[C@H]1CN(Cc2ccncc2)C[C@@H](CO)O1 | 9% | -5
CCc1nc2ccc(C(=O)NCCOc3ccc(OC)cc3)cn2c1N(C)C(=O)Cc1ccccc1 | -5% | 3
CC1(C(=O)NS(=O)(=O)Cc2ccccc2)CCN1C(=O)c1ccc(C2CCCCC2)cc1 (stereo unspecified) | -7% | 5
COc1ccc(OC)c(C(O)c2ncc(-c3ccc(C(F)(F)F)cc3)[nH]2)c1 (stereo unspecified) | 4% | 1
CN(C)CCN1CCN(C(c2ccnc3ccccc23)c2nnnn2-c2ccc3c(c2)OCCO3)CC1 (stereo unspecified) | 3% | -4
Cc1ccc(F)c(CNC(=O)C2(C)CCCN2C(=O)C(C)C)c1F (stereo unspecified) | -6% | 3
COc1ccc(-c2c(C(=O)c3ccccc3)[nH]c(N)c2C(=O)c2ccccc2)cc1OC | 58%[activator] | -9
CC(=O)Nc1cccc(-c2ccnc3c2CC(C)(C(=O)NCCC(F)(F)F)O3)c1 (stereo unspecified) | -12% | 4
COc1cccc(-c2cc(NC(C)=O)c3ncc(-c4cccc(C(C)=O)c4)n3c2)c1 | 1% | -2
CCc1nc2ccc(C(=O)NCCCn3ccnc3)cn2c1N(C)CCCc1ccccc1 | 17% | 2
COc1ccc(CCCNC(=O)C2(C)Cc3c(-c4ccc(C(N)=O)cc4)ccnc3O2)cc1 (stereo unspecified) | -7% | -2
CCCCNC(=O)C1(C)CCN1C(=O)c1ccccc1Br (stereo unspecified) | 0% | 1
CCOC(=O)[C@]12CCC=C1N(Cc1ccccc1)C(=O)[C@H](CC(=O)NCC1CCCCC1)C2 | 9% | -1

Going on with the list:
SMILES | GLS inh | PI4K2A inh
COc1ccc(OC)c(NC(=O)C2(C)CCN2C(=O)C2(c3ccccc3)CCCC2)c1 (stereo unspecified) | 5% | -3
Cc1cccc(C)c1NC(=O)C1c2ccccc2OCC(=O)N1CCCN1CCOCC1 (stereo unspecified) | 1% | 1
Cc1noc(C)c1-c1ccc(C(=O)NCCC(F)(F)F)c2occc12 | 1% | -3
COc1ccccc1Cc1c(-c2cccc(Br)c2)nc2c(C)cc(Br)cn12 | 3% | 5
Cc1ccccc1NC(=O)Nc1nc(CN)cs1 | 15% | 2
O=C(NCc1cccnc1)c1[nH]c(C(F)(F)F)nc1-c1ccccc1 | -10% | 1

Not a retest: an excerpt of the list.
SMILES | GLS inh | PI4K2A inh
COc1ccc(OC)c(NC(=O)C2(C)CCN2C(=O)C2(c3ccccc3)CCCC2)c1 (stereo unspecified) | 5% | -3
Cc1cccc(C)c1NC(=O)C1c2ccccc2OCC(=O)N1CCCN1CCOCC1 (stereo unspecified) | 1% | 1
Cc1noc(C)c1-c1ccc(C(=O)NCCC(F)(F)F)c2occc12 | 1% | -3

These rows are one share of the data; count on the stated rates, not on these rows.
